EP2 modulator: modulates human prostaglandin E2 receptor EP2 signaling. EP2-expressing cells, cAMP HTRF FRET, PGE2 co-stimulation. induction, % at 25 µM. 260,000 tested, 0.83% active;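 active = compounds whose cAMP rise, as percent of the full-agonist control response, exceeds 60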;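 also: rat C6 glioma line stably carrying human EP2 under a CMV promoter; the protocol text gives 20 µM as final concentration; 100% = response of wells given 1 µM PGE2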
Target sequence (P43116 whole entry, looked up): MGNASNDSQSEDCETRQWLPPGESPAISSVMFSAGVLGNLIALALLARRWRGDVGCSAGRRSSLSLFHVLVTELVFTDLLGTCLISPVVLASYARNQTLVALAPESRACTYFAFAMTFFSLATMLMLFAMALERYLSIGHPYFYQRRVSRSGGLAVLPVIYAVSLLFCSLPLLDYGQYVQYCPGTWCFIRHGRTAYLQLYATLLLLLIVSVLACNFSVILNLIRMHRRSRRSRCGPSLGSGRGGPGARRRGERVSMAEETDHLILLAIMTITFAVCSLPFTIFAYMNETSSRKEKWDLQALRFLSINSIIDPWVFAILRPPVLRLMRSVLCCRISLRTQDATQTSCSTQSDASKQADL
Ba/F3 V617F tox: loss of viability in JAK2V617F-driven Ba/F3 cells; AID 1446; inhibition, % at 5.6 µM; 220,000 tested, 1.1% active; Ba/F3 EpoR-JAK2V617F viability, ATP luminescence;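 active = inhibition above the campaign mean plus 3 SD over all tested compounds, cut at about 24% in these data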;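 also: cytokine-independent growth of Ba/F3 cells driven by EpoR plus mutant JAK2; 0% = DMSO-treated cells and 100% = JAK inhibitor I control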
zfTRPN1 agonist: activates the zebrafish TRPN1 channel | HEK293 zebrafish TRPN1-YFP, Fluo-8 calcium fluorescence; 100% = response to 87 µM carbachol | 220,000 tested, 0.18% active | activation, % at 3 µM | AID 1424;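 active = activation above its plate's cutoff, the mean activation of test wells on that plate plus 3 SD, cut at about 19% in these data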;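 also: 0% = DMSO alone and 100% = 87 µM carbachol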
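Control set: carbachol 87 µM as high control, DMSO as low control; system: HEK293 stable line with zebrafish TRPN1-YFP; read-out: % activation versus carbachol response; detection: intracellular calcium fluorescence with Fluo-8; doses: single test compound dose, 3 µM nominal, 0.3% DMSO; schedule: dye 1 h 37 °C plus 30 min RT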
S1P4 ag: activates the human S1P4 receptor | S1P4-expressing cell line, agonist reporter assay | activation, % at 4.98 µM | 220,000 tested, 0.35% active; in the data active = activation above about 11%;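 also: 0% = DMSO vehicle and 100% = reference agonist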
S1P4 antagonist: blocks the human S1P4 receptor. 220,000 tested, 0.26% active. O95977. inhibition, % at 4.98 µM. S1P4-expressing cells, antagonist mode, reporter read-out. AID 1510; in the data active = inhibition above about 29%;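 also: 0% = wells stimulated with agonist and 100% = vehicle wells without agonist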
BaF3 parental: parental Ba/F3 viability inhibition as JAK2V617F counter-screen; CellTiter-Glo ATP luminescence; inhibition, % at 5.6 µM; 220,000 tested, 1.1% active; AID 1486;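 active = inhibition above a per-campaign cutoff, the mean inhibition of all tested compounds plus 3 SD, cut at about 27% in these data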;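 also: 0% = DMSO wells and 100% = JAK Inhibitor I control wells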
Calpain2 inh: blocks pig calpain II enzyme activity; purified calpain II, fluorogenic peptide substrate, 30 min; 220,000 tested, 0.37% active; inhibition, % at 16 µM;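 active = inhibition above about 50%, limit read from the data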
PERK inh: inhibitors of human PERK kinase. CHO PERK-DD fusion, SEAP luminescence translation reporter. Q9NZJ5. inhibition, % at 5.6 µM. 220,000 tested, 0.17% active;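 active = inhibition above the mean inhibition of all tested compounds plus 3 SD, set separately per screening campaign, cut at about 2.9% in these data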;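 also: PERK kinase domain activated by AP20187 dimerizer at 100 nM; 0% = DMSO with dimerizer and 100% = rapamycin at 8.4 µM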
TRPML3 agonist: activates the human TRPML3 channel | Q8TDD5 | HEK293 TRPML3-YFP, Fluo-8 calcium fluorescence; 100% = the carbachol control signal | activation, % at 3 µM | 220,000 tested, 0.29% active;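 active = activation above its plate's cutoff, the mean activation of the plate's test wells plus 3 SD, cut at about 12% in these data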;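 also: 0% = DMSO only wells and 100% = carbachol wells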
Target sequence (Q8TDD5 whole entry, looked up): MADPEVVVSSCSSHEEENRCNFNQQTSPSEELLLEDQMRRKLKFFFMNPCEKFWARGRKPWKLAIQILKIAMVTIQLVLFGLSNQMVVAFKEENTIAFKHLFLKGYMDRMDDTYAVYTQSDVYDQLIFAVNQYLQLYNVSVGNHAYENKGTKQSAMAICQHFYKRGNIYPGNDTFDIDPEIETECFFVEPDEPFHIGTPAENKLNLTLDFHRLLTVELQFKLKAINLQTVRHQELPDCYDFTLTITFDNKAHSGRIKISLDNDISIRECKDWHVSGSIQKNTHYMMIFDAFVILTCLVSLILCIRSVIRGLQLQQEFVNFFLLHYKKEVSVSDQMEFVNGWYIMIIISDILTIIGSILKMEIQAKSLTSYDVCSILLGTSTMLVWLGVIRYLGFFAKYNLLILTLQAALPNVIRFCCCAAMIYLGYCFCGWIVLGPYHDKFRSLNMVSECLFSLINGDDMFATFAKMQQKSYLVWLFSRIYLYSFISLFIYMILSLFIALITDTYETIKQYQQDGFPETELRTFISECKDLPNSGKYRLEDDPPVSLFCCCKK
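Test system: HEK293 cells stably carrying human TRPML3-YFP; Doses: single dose, 3 µM final nominal compound, 0.3% DMSO final; Schedule: dye loading 1 h 37 °C then 30 min ambient, 125 s read; Technique: Fluo-8 calcium fluorescence; Benchmarks: high control carbachol 87 µM, low control DMSO.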
An asterisk follows results filed as active; i = inactive; & = joins results of further samples. Compounds were not picked by outcome. About 3.6% of those tested had a hit in this group.

Structure	zfTRPN1 agonist	Calpain2 inh	TRPML3 agonist	S1P4 ag	S1P4 antagonist	EP2 modulator	BaF3 parental	Ba/F3 V617F tox	PERK inh
COc1ccccc1NS(=O)(=O)c1cc(NC(=O)c2cccs2)ccc1N1CCCC1	1.2	-35	0.9	2.0	2	1	8	0	-0.4
Cc1nc2ccc(NC(=O)Cc3cccs3)cc2s1	1.8	5	0.4	0.5	-9	2	3	-1	0.4
CCCOc1ccc(NCC(=O)Nc2ccc(C)cc2C)cc1	0.1	-2	1.0	0.2	-6	-22	-1	-2	-0.2
Cc1cc(N2C(=O)CC(N3CCN(C(c4ccccc4)c4ccccc4)CC3)C2=O)no1 (centres undefined)	0.5	16	0.6	0.8	4	44	-3	-1	0.0
CCOC(=O)c1cc2c(nc1C)-c1cc(Cl)cc(Cl)c1OC2O (centres undefined)	-0.2	-43	0.9	1.6	-18	34	8	2	0.9
COc1ccc(CCNC(=O)C2(C)CCC(=O)N2CCC(C)C)cc1OC (centres undefined)	1.4	16	0.8	1.5	-6	21	2	-1	0.9
CC(C)CN(C(=O)CSc1nnnn1-c1ccccc1)c1c(N)n(CC(C)C)c(=O)[nH]c1=O	0.0	-32	1.1	0.6	-45	20	7	0	0.8
CCOc1ccc(NC(=O)N(CCC(C)C)C2CCN(C(C)=O)CC2)cc1	-1.0	9	0.2	1.5	-8	-18	-1	-3	-0.8
CCOc1ccc(C(=O)Nc2ccc(NC(=O)c3ccco3)c(Cl)c2)cc1Br	0.5	10	0.9	1.5	-9	3	5	2	0.5
CC(C)(C)c1ccc(SCCc2cccnc2)cc1	-2.5	4	-0.7	0.1	-5	8	-2	-1	1.2
c1ccc(-c2csc(N3CCN(c4ccccn4)CC3)n2)cc1	-1.0	16	0.7	0.4	-8	-16	2	-4	0.4
CN(CCCCCC(=O)/C=N/O)Cc1ccccc1	2.0	-6	1.2	1.7	-14	3	1	2	-1.0
Cc1ccc(-c2nn(-c3ccccc3)cc2C=O)o1	-2.9	-6	-1.1	-1.6	2	10	0	-2	1.2
Cc1nc2c([nH]c3ccc(Br)cc32)s1	0.9	-4	0.2	3.7	-35	17	3	3	-0.7
CC(C)OC(=O)CSc1nnc(CNc2ccc(Cl)cc2)n1C	-0.2	12	0.9	0.4	6	-4	5	5	0.4
Cc1ccc(-c2nc3cc(Br)cnc3nc2-c2ccc(C)cc2)cc1	0.9	-46	0.8	0.0	-10	56	4	-2	0.9
O=C1CC(N(Cc2cccs2)C(=O)Nc2ccccc2)C(=O)N1c1ccc(Cl)cc1 (centres undefined)	0.2	6	0.4	5.8	-25	4	7	0	0.3
O=C1C=C(Nc2ccc(O)cc2)C(=O)c2ccccc21	-3.8	58*	0.1	0.9	6	-30	3	49*	-0.8
CC(C)N(Cc1nc(-c2ccccc2)no1)C(=O)C(Cl)(Cl)Cl	-2.0	40	-1.0	-0.7	-19	-3	9	5	0.0
CC(Sc1nnc(COc2ccc(Cl)cc2)n1Cc1ccccc1)C(=O)O (centres undefined)	0.8	-36	0.8	0.5	-5	40	1	0	-0.2
CC(OC(=O)CCCCCN=C1NS(=O)(=O)c2ccccc21)C(=O)Nc1cc(Cl)cc(Cl)c1 (centres undefined)	-1.4	23	0.5	0.1	-16	-19	11	3	0.2
COC(=O)/C(=C/c1ccc2c(c1)c1ccccc1n2C)NC(=O)c1ccccc1	-3.0	-56	-0.2	2.8	-23	18	-1	-2	-0.4
CC#CCC(CC#CC)c1nc2ccccc2c(=O)n1N	-1.8	-6	-0.7	0.2	-18	60	4	-2	-0.3
COc1ccc(Br)cc1C1NC(=O)NC(C)=C1C(=O)N(C)C (centres undefined)	0.3	17	0.4	-0.9	0	6	4	-1	0.2
O=C(CNC1CC1)Nc1cc(C(F)(F)F)ccc1Cl	-0.7	-21	-0.4	-0.3	4	4	-3	-2	0.4
O=C(CN1C(=O)NC2(CCCCC2)C1=O)Nc1cccc(S(=O)(=O)N2CCOCC2)c1	0.1	-2	0.4	-0.5	-6	-11	1	2	0.3
Cc1ccccc1CNS(=O)(=O)c1ccc2c(c1)OCCO2	-0.2	32	-0.5	-1.8	-8	-38	5	-4	-0.4
COC(=O)CCCNC(=O)CC1C(=O)NCCN1Cc1ccoc1 (centres undefined)	0.6	-7	0.9	-0.3	-1	29	4	-1	1.3
CCCS/C(N)=N/N=C/c1ccccc1O	0.0	-38	-0.1	0.8	-2	-6	3	2	0.2
COc1ccc(-n2nc(C(=O)NCC(=O)NCC3CCCO3)c3ccccc3c2=O)cc1Cl (centres undefined)	1.2	-2	0.0	-0.2	-4	-3	5	5	-1.1
Cc1nc2ccc(N=NC3=C(O)CC(C)(C)CC3=O)cc2s1	-0.9	27	0.2	0.7	-7	-13	1	-3	1.4
CC(=O)c1c(C(C)=O)c(C)n(NC(=O)c2ccccc2Cl)c1C	-1.1	-1	0.0	1.1	-11	20	0	-1	0.6
NC(=S)N/N=C/c1coc2cc(Cl)ccc2c1=O	-0.3	-1	-0.2	0.7	-3	5	6	3	0.1
CCCC(C)NC(=O)COC(=O)c1cc(Br)c(Br)s1 (centres undefined)	0.5	12	0.7	-0.1	10	22	-1	-2	0.9
Cc1cccc2cc(CN(Cc3ccco3)C(=O)Nc3cccc(C#N)c3)c(Cl)nc12	-0.1	-18	1.0	-1.7	-11	41	8	7	-0.2
CC(=O)/C(C#N)=C1\NC(=O)C(Cc2ccc(C)c(Cl)c2)S1 (centres undefined)	2.2	6	2.3	0.7	-3	30	4	2	0.7
CCN1/C(=C\C=C2\C(=O)N(C)C(=S)N2C)Sc2ccccc21	-0.6	-16	0.8	-2.3	-13	-8	3	5	0.9
C/C(=N/OC(=O)C1CC1c1ccccc1)c1ccccc1 (centres undefined)	-0.1	-8	-1.0	1.6	-10	16	1	-3	0.9
Cc1ccc(CNC(=O)CS(=O)Cc2nc(-c3ccccc3C)oc2C)cc1 (centres undefined)	-1.2	16	-0.8	-2.6	-7	8	4	-4	0.7
O=C1C2C3C=CC(C3)C2C(=O)N1/N=C/c1cn(Cc2ccc(F)cc2)c2ccccc12 (centres undefined)	-0.1	-15	-0.5	-1.5	-5	0	2	5	-0.2
Cn1c(=O)c2cc(S(=O)(=O)NCCC(=O)Nc3ccc(F)cc3F)ccc2n(C)c1=O	-2.0	24	-0.7	0.3	-7	16	2	-6	2.8
c1ccc(-n2ncc3c(N4CCCCC4)ncnc32)cc1	0.9	-13	0.9	1.7	2	7	2	-3	-0.1
CCCCOC(=O)c1sc2nc(C)cc(C)c2c1N	-3.0	-305	-0.8	1.2	-1	9	-3	-3	-1.1
NS(=O)(=O)c1ccc(CCNC(=O)COC(=O)CCc2ccccc2)cc1	1.4	6	0.3	0.5	-2	4	4	2	1.4
CCN(CC)S(=O)(=O)c1ccc2c(c1)c(=O)c(C(=O)N1CCN(c3ccccc3)CC1)cn2C	-0.2	24	0.6	-0.3	6	32	2	-3	0.3
O=S(=O)(NCCSc1nnnn1-c1ccccc1)c1cccs1	0.4	-3	-0.5	-0.1	-4	23	-1	-4	0.1
CCC1=NN(C(=O)C(=O)Nc2ccccc2OC)C(O)(C(F)(F)F)C1 (centres undefined)	-0.1	-5	-0.4	-3.2	-27	26&27	-1	0	0.6
COc1ccccc1N1CCN(Cc2nc(N)nc(Nc3ccccc3)n2)CC1	3.0	-9	0.9	4.2	-26	-19	3	2	-1.2
CCCCc1n[nH]c2c1/C(=N/OCC)CC(C)(C)C2	-0.9	17	-0.4	0.8	4	7	1	1	1.0
C=CCSc1nnc(NC(=O)c2cccc(S(=O)(=O)N3CCOCC3)c2)s1	0.8	3	0.3	1.1	4	37	2	-5	0.4
O=C(O)/C=C/c1cccc(NC(=O)c2ccccc2)c1	2.5	7	-0.1	0.1	-15	93*	1	8	1.0
CCOC(=O)C1CCN(C(=O)CSc2ccccc2)CC1	1.9	12	-0.1	1.6	-29	23	1	-1	0.4
O=C(CSc1nc2scc(-c3ccccc3)c2c(=O)[nH]1)N1CCCCC1	1.8	3	1.1	-1.4	7	20	6	4	0.8
COC(=O)c1ccc(NC(=O)CSCC(=O)OCC(=O)c2ccc(Br)cc2)cc1	-1.2	2	1.1	-0.4	0	11	2	-3	0.3
COc1ccc(CCNC(=O)c2ccc(CNc3c(N4CCOCC4)c(=O)c3=O)cc2)cc1OC	1.8	-7	0.2	2.9	-20	14	0	-4	1.3
COC(=O)Cn1c(=NC(=O)c2ccc(Cl)s2)sc2cc(F)ccc21	-0.7	-81	0.8	1.5	1	15	6	-1	0.6
CCC(=O)N1CCC(C(N)=O)(N2CCCCC2)CC1	0.9	-4	-0.1	-1.1	-7	-2	8	1	1.1
CCc1ccc(-c2cc(C(=O)NCCCn3ccnc3)c3ccccc3n2)s1	0.7	i	0.5	-1.7	-17	-23	10	5	0.0
OCc1nc2ccccc2n1C/C=C/c1ccccc1	1.8	-38	0.7	0.4	0	-18	4	3	-0.1
CCOCCCNS(=O)(=O)c1ccc2c(c1)oc(=O)n2CC(=O)OCC	0.3	-12	0.9	-0.8	3	15	4	0	2.1

The list continues:
Structure	zfTRPN1 agonist	Calpain2 inh	TRPML3 agonist	S1P4 ag	S1P4 antagonist	EP2 modulator	BaF3 parental	Ba/F3 V617F tox	PERK inh
Cc1c(C(=O)O)sc(S(=O)(=O)N2CCNCC2)c1C(=O)O	-1.1	16	-0.1	0.0	8	12	5	-3	0.8
COc1ccccc1CNC(=O)C(=O)NCC1OCCN1S(=O)(=O)c1cccs1 (centres undefined)	0.5	-31	-0.6	-0.1	-15	25	1	-2	0.6
Cc1cc(C)cc(N(CC(=O)Nc2c(C)n(C)n(-c3ccccc3)c2=O)S(C)(=O)=O)c1	0.3	13	1.1	1.0	14	19	6	1	1.8
Cn1cccc1Cc1nnc(SCC(=O)N2CCCCCC2)n1-c1ccc(F)cc1	-0.7	10	-0.4	-1.6	-11	4	1	-1	-0.9
Cc1cc(C)nc(N2CCC(C(=O)NNC(=O)Cc3ccccc3)CC2)n1	1.8	-17	0.7	-1.1	3	-14	-2	3	1.8
O=C(COC(=O)/C=C/c1ccc(S(=O)(=O)N2CCOCC2)cc1)NCc1ccc(Cl)cc1	1.0	-20	0.6	0.0	-7	-4	7	2	0.7
COCCCNC(=S)NC1CC2CCC(C1)N2Cc1ccccc1 (centres undefined)	1.7	14	0.7	2.0	0	-16	25	5	0.2
COc1ccc(-c2nnc(SCc3cccc(C#N)c3)o2)cc1	0.9	32	-0.3	1.4	-18	7	0	-2	0.8
COc1ccc(C(=O)N2CC3(CC(c4ccc(Cl)cc4)=NO3)C[C@H]2C(=O)NCC(N)=O)cc1 (some centres undefined)	1.5	-21	-0.3	0.9	5	27	2	3	0.7
CN(C)c1nc2ncn(Cc3ccccc3)c2c(=O)[nH]1	1.4	-15	0.8	1.4	-9	30	0	2	1.9

Screening results from PubChem.
